ALOX12 inh – blocks human arachidonate 12S-lipoxygenase; 1.1% of 580,000 active; P18054; Potency, µM (doses to about 108 µM), for the others: at the top dose activity change, negative = inhibition, hits mostly inhibitors; AID 1671190; purified 12hLO, xylenol orange hydroperoxide absorbance; note: potency is the fitted concentration of half-maximal effect; % is set by controls: 0 for no effect and ±100 for the full control effect
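Purified human 12hLO at 150 nM in 25 mM Hepes, 0.01% Triton X-100, pH 7.0, preincubated 15 min at room temperature with compound. Reaction started with 40 uM arachidonic acid, 30 min at room temperature. Hydroperoxide measured by Fe-xylenol orange, 573/405 nm absorbance ratio.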
ERG-DNA inh – inhibitors of human ERG Ets domain-DNA interaction. fluorescence polarization, His-ERG Ets domain / labelled DNA. Potency, µM (doses to about 76.9 µM), inactives show top-dose FP activity, negative = inhibition, most hits filed as inhibitors. 0.028% of 370,000 active; active = well fitted inhibition curve with a large enough effect in the polarisation, with a control signal flat; inconclusive = small, poorly fitted or top-dose-only effect, or effect the other way, or a change in a side signal; inactive = no such curve, though single readings can be large or run the other way; the % refers to the polarisation;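 note: polarization taken with two DNA probes labelled with fluorescein and Texas red; potency is the fitted concentration of half-maximal effect; % of control where 0% means no effect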
Target sequence (P11308 whole entry, looked up, the tested form may be a part): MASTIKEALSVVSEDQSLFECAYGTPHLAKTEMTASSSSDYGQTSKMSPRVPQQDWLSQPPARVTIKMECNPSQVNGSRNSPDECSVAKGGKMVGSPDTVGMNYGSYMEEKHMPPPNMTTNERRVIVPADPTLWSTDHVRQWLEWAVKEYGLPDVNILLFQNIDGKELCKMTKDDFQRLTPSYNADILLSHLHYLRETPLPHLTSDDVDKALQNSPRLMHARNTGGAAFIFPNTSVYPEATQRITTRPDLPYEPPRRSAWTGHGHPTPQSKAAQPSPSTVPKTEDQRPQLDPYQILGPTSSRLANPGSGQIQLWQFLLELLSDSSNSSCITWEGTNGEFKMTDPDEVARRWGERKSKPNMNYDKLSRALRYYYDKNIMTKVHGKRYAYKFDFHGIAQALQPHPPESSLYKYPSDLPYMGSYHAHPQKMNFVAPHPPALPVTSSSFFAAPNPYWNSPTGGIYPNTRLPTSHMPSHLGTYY
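His-tagged ERG Ets domain (1 uM in the protein solution; 300mM KCl, 50mM Tris-HCl, 1mM EDTA, 1mM DTT, pH 7.5) received compound, then a probe mix of 5 nM fluorescein-DNA and 100nM Texas-615-DNA. Fluorescence polarization was read for both dyes.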
Vif-A3F inh – inhibitors of Vif-A3F interaction | Potency, µM (top dose mostly 46.1 µM), for the others: at the highest dose activity, negative = active | HeLa A3F-eYFP + Vif (tagged APOBEC3F with the HIV-1 protein that degrades it), YFP fluorescence increase | AID 602313 | 0.2% of 390,000 active; note: potency is the fitted concentration of half-maximal effect; % of control where 0% means no effect; nearly all actives have a fitted effect of over 65% in size
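HeLa cells stably expressing A3F-eYFP plus Vif, plated and incubated overnight at 37 deg C, then exposed to compounds overnight at 37 deg C. Blocked degradation read as raised yellow fluorescence (Ex 488/Em 500-530).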
Vif-A3G inh – blocks the Vif interaction with human APOBEC3G; Q9HC16; HeLa A3G-eYFP + Vif (tagged APOBEC3G with the HIV-1 protein that degrades it), YFP fluorescence, overnight; Potency, µM (top dose mostly 46.1 µM), inactives show top-dose activity, negative = active, actives largely listed as inhibitors; 0.076% of 410,000 active; AID 602310;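 note: potency is the fitted concentration of half-maximal effect; % is set by controls: 0 for no effect and ±100 for the full control effect; nearly all actives have a fitted effect of over 60% in size; hits raise eYFP signal because A3G escapes Vif-driven loss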
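Read-out is eYFP fluorescence (Ex 488/Em 500-530) from Vif-expressing HeLa A3G-eYFP cells; more signal means A3G escaped Vif-mediated degradation. Cells plated overnight, compound pinned in, incubated overnight at 37 deg C.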
RGS4 inhibitor – human RGS4 inhibition. P49798. Transcreener GDP fluorescence polarization, RGS4-accelerated GTP hydrolysis. Potency, µM (series often up to 114 µM), without a hit: top-dose activity change, negative = inhibition, hits mostly inhibitors. 0.039% of 390,000 active; note: potency is the fitted concentration of half-maximal effect; % is set by controls: 0 for no effect and ±100 for the full control effect; nearly all actives have a fitted effect of over 75% in size; some results filed as inactive show a strong effect at the top dose
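MLSMR compounds (23 nl, pin-transferred) preincubated 10 min at room temperature with a 500nM (2x) first reagent, then RGS4 at 900nM (2x) plus Transcreener GDP mix added; fluorescence polarization (620/688 nm) read before and after 90 min at 30 °C.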
LDHA inh – blocks human lactate dehydrogenase A | purified LDHA, NADH/diaphorase-resazurin fluorescence; hits give low values | activity change, % (values are at about 110 or 230 µM) | 0.15% of 480,000 active | P00338; in the data active = activity change below about -30%; inconclusive = mostly about -25% to -30%;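 note: plate controls were DMSO wells for no effect and wells without enzyme for full effect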
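LDH5 2 nM; NADH 0.06 mM, pyruvate 0.2 mM; 200 mM Tris pH 7.4, EDTA, Tween-20; 5 min RT. Detection: diaphorase 0.133 mg/mL + resazurin 37 µM, fluorescence ex540/em590 at 0 and 20 min; normalized to enzyme-free and DMSO wells.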
D2 agonist – agonists of human D2 dopamine receptor; AID 485358; P14416; activation, % at 2 µM; 0.53% of 340,000 active; HEK293 T-REx D2 cells, calcium flux agonist mode;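 active = activation over 3 SD above normal in the single-dose calcium agonist read, cut at about 30% in these data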; note: 0% is about no effect
Target sequence (P14416 whole entry, looked up): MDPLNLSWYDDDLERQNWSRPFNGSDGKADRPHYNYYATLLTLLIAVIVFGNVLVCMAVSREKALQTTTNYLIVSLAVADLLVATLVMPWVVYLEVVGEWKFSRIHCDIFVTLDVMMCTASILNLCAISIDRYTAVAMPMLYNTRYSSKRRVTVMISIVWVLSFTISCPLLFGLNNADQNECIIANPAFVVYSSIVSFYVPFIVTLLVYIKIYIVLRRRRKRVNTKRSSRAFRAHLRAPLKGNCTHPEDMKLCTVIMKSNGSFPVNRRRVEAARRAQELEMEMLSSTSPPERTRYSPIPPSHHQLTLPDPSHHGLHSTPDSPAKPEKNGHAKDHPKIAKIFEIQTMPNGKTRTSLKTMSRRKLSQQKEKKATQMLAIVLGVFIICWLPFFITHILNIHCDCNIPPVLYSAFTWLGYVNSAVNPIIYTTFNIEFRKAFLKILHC
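In this primary screen, compounds producing a positive calcium signal within 180 s of addition to tetracycline-induced, force-coupled HEK293 Trex D2 cells are flagged; cells are dye-loaded with a no-wash calcium kit beforehand.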
GRP78 ERSR act – induces the endoplasmic reticulum stress response in human glioma cells | U87-MG GRP78 promoter luciferase reporter, 16 h | Potency, µM, without a hit: at the top dose activation, hits mostly activators | 0.02% of 420,000 active; note: potency is the fitted concentration of half-maximal effect; series mostly up to about 76 µM; % of control where 0% means no effect; nearly all actives have a fitted effect of over 35% in size
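Stably transfected U87-MG human glioma cells carrying a GRP78-based luminescent sensor were seeded at 1000 cells/well, pin-dosed with compounds and incubated 16 h. Luciferase reagent was then added, and end-point luminescence was read after 10 min at room temperature.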
D2 antagonist – antagonizes the human D2 dopamine receptor. HEK293 TREx D2 cells, calcium flux, dopamine EC80. inhibition, % at 10 µM. 2% of 340,000 active. P14416; in the data active = inhibition above about 30%; note: 0% is about no effect
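Overnight-induced (tetracycline, 30 C) HEK293 T-REx cells carrying force-coupled D2 receive a no-wash calcium dye, then compound, then EC80 dopamine at 180 s; signals are read kinetically throughout.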
Numbers without * were called inactive; i = inactive; ? = inconclusive; nt = no result given; & = joins results of further samples; ! = not active in a repeat; [ ] = dose if it differs, or a comment. Unless noted, calls come from the whole dose curve; as a rule, active = well fitted curve in the direction sought with a large enough effect; inconclusive = small, poorly fitted or top-dose-only effect, or another doubt; inactive = no such curve, though single readings can be large; an effect the other way counts as inactive or inconclusive.

Order of values: ALOX12 inh	ERG-DNA inh	Vif-A3F inh	Vif-A3G inh	RGS4 inhibitor	LDHA inh	D2 agonist	GRP78 ERSR act	D2 antagonist
- CCCN(CC(=O)Nc1ccccc1OC)C(C)C(=O)NC(C)CCc1ccccc1 (configuration not stated)
 : -4%	-10%	-6%	-1%	-4%	-3	-2.9	-8%	-17
- Cc1ccc(S(=O)(=O)N2CCOCC2)cc1C(=O)OCC(=O)NC1CCS(=O)(=O)C1 (configuration not stated)
 : -8%	-2%	3%	-1%	22%	-3	1.1	3%	-19
- CCCCC(C(=O)NC(C)(C)C)N(Cc1ccco1)C(=O)c1snc(C(N)=O)c1N (configuration not stated)
 : -22%	-9%	-9%	-1%	-3%	-9	1.1	-2%	24
- Cc1cc(F)ccc1NC(=O)c1cc(S(=O)(=O)N2CCCC2)cn1C
 : 11%	-9%	0%	1%	0%	0	1.4	-3%	3
- CCCn1nnc(NC(=O)c2cccc(OCc3ccccc3)c2)n1
 : 0%	5%	-12%	-9%	6%	1	-0.7	-1%	-10
- CNC(=O)CN(Cc1ccccc1)S(=O)(=O)c1ccccc1
 : 10%	2%	1%	0%	4%	-4	-0.5	-2%	1
- Cc1ccc2c(c1)N(C(=O)CCC(=O)NCc1cccc(Cl)c1)CC(C)O2 (configuration not stated)
 : 25%	0%	-7%	-2%	-10%	-17	1.3	-1%	5
- O=C(Nc1nc2ccccc2s1)c1ccc2c(c1)OCO2
 : -14%	4%	-3%	0%	-5%	-1	-0.3	-12%	-3
- COc1ccc2c(=O)c(-c3nc(C)cs3)coc2c1
 : -25%	0%	-3%	3%	0%	-11	0.1	-4%	1
- CCOC(=O)N1CCC(NC(=O)C2CCN(c3ccc(N4CCOCC4)nn3)CC2)CC1
 : nt	2%	-18%	0%	22%	-7	-1.7	-2%	0
- CCc1nnc(NC(=O)CSc2nc3ccc(OC)cc3[nH]2)s1
 : 0%	4%	-2%	0%	-6%	-4	-1.2	-6%	5
- C=CCn1c(SCn2nnc3ccccc3c2=O)nc2scc(-c3cccs3)c2c1=O
 : 10%	nt	-2%	-4%	9%	7	0.0	-3%	-2
- CSc1ccc(CCNC(=O)CCc2c(C)nc3c(c(C)nn3-c3ccc(C)c(C)c3)c2C)cc1
 : 3%	-2%	3%	-8%	-4%	-2	0.1	-3%	nt
- CC(C)N1CC2=C(C1=O)C(c1ccc(O)cc1)NC(=O)N2C (configuration not stated)
 : -9%	-13%	6%	0%	-11%	0	-0.4	-2%	-5
- O=C(CNC(=O)c1ccc(F)cc1)N/N=C/c1ccc(O)c([N+](=O)[O-])c1
 : 9%	6%	0%	1%	-14%	-2	-0.7	0%	1
- CC12CCC(C(=O)NCC3CCCO3)(OC1=O)C2(C)C (configuration not stated)
 : 0%	-2%	4%	-5%	-23%	0	0.4	-6%	-13
- CCOC(=O)CNC(=O)CSc1cn(CC(=O)N2CCCCCC2)c2ccccc12
 : 12%&-18%	3%	4%	1%	9%	12&-6	0.3	-4%	nt
- O=C(Cn1nnc(-c2ccccc2)n1)NCc1ccccc1
 : -1%	nt	5%	2%	1%	-7	-0.2	-4%	-7
- CC(=O)c1ccc(N(C(=O)CNC(=O)c2ccco2)C(C(=O)NC2CCCC2)c2cccnc2)cc1 (configuration not stated)
 : -18%	2%	-6%	0%	-52%	-5	1.3	-1%	6
- CCN(CCn1cccn1)C(=O)CC1C(=O)NCCN1Cc1ccc(F)cc1 (configuration not stated)
 : 5%	-19%	-7%	-5%	-9%	7	0.1	-1%	-14
- COc1ccc(N(CC(=O)Nc2ccccc2F)S(=O)(=O)c2ccc(OC)c(OC)c2)cc1
 : -11%	6%	1%	-1%	6%	1	-0.2	-1%	2
- COc1ccc(-c2cc(C(=O)NC3CCCC3)c3ccccc3n2)cc1OC
 : -16%	-17%	6%	-7%	11%	-10	nt	2%	nt
- COc1ccc(NS(=O)(=O)c2csc(C(N)=O)c2)cc1
 : -8%	-7%	0%	0%	-13%[56.9 µM]	-5	-0.1	0%	-7
- CCCCN(C(=O)CCC(=O)Nc1cc(C)on1)C(C(=O)NC1CCCC1)c1cccc(OC)c1 (configuration not stated)
 : -2%	-3%	2%	1%	24%	-2	-2.8	-3%	-18
- COc1cc(/C=C2\N=C(c3ccccc3)NNC2=O)cc(OC)c1OC
 : ?	7%	-3%	?	-5%	1	0.2	-5%	-2
- Cc1ccc(NCC(=O)Nc2cccc(F)c2)cc1S(=O)(=O)N1CCCCCC1
 : -5%	9%	-24%	-5%	-6%	-5	0.7	-8%	-13
- CCCCn1c(=NC(=O)c2ccco2)c(C(=O)OCC)cc2c(=O)n3ccccc3nc21
 : ?	8%	6%	-1%	-7%	0	-1.0	-4%	-32
- Cc1cc(=O)oc(C)c1C(=O)OC(C(=O)c1ccccc1)c1ccccc1 (configuration not stated)
 : 6%	-1%	-10%	1%	-49%	-1	14	-3%	5
- Fc1ccc2c(c1)Sc1ccc(Cl)cc1CC2N1CCN(CCC2OCCO2)CC1 (configuration not stated)
 : ?	5%	-12%	5%	11%	-3	nt	-7%	nt
- Cc1ccc(CS(=O)(=O)Cc2ccc(C(=O)NCc3ccco3)o2)cc1
 : 3%[57.4 µM]	1%	3%	1%	-4%	1	0.3	-3%	-9
- CCCc1cc(=O)n2[nH]c(-c3ccc(OC)cc3)nc2n1
 : i	-6%	1%	-10%	-41%	-4	0.5	-7%	3
- COc1cc2c(cc1OC)CN(C(=O)CCOc1ccccc1C)CC2
 : -2%	1%	0%	?	-26%	-3	-0.1	-6%	5
- CC1=CC(C)(C)N(C(=O)c2ccccc2)c2ccccc21
 : 0%	3%	-24%	-4%	-6%	-6	1.3	-3%	-15
- COc1ccc(CC(=O)OCC(=O)Nc2ccc3c(c2)OCCO3)cc1OC
 : 5%	nt	1%	1%	1%	-12	-0.5	-3%	-5
- O=c1ccc(-c2ccc(S(=O)(=O)Nc3ccc(F)cc3)o2)n[nH]1
 : 7%	1%	0%	-3%	5%	-1	nt	-7%	nt
- CC(C)CCNC(=O)CN(C(=O)CCC(=O)Nc1ccccn1)c1ccc2c(c1)OCO2
 : -12%	6%	-2%	-4%	-4%	0	1.3	2%	-11
- Cc1cccc(C)c1NC(=S)N(CCN1CCCCCC1)Cc1ccco1
 : 2%	2%	4%	2%	5%	-3	0.0	-2%	-24
- CCOc1ccc(C(=O)NCc2cccnc2)cc1
 : 11%	nt	-1%	2%	-37%	-9	1.1	-1%	7
- Cc1cc(C(C)(C)C)cc(S(=O)(=O)NCCO)c1C
 : 0%	-3%	nt	0%	8%	-2	0.7	4%	-15
- CCN(CC)c1ccc(NC(=O)c2cc(C)nc3c2c(C)nn3-c2cccc(F)c2)c(C)c1
 : 1%	-8%	-11%	2%	8%	0	-0.3	-2%	nt
- COc1ccc(N2CCN(CCNC(=O)Nc3cc(Cl)ccc3Cl)CC2)cc1
 : nt	-7%	5%	2%	-8%	-4	-2.0	-1%	3
- COc1ccccc1N1C(=O)C2C(C(=O)c3ccccc3)=NN(c3ccc(Br)cc3)C2C1=O (configuration not stated)
 : 11%	9%	?	-13%	14%	-8	14	-2%	-1
- Cc1ccc(C)c(-n2c(CNC(=O)c3ccco3)nnc2SCC(=O)Nc2nnc(C)s2)c1
 : -5%	2%	3%	0%	12%	-9	1.5	-4%	0
- O=[N+]([O-])c1ccc(NS(=O)(=O)N2CCOCC2)cc1
 : 376%[activator]	nt	5%	-1%	6%	-11	nt	-1%	nt
- COc1ccc(CCNC(=O)CCCN2C(=O)c3ccccc3C2=O)cc1
 : 0%	-10%	0%	0%	?	-3	0.3	0%	-14
- CCN(CC)Cc1c(O)ccc2c(=O)c(-c3ccccc3Cl)coc12
 : 0%	-10%	10%	-2%	30%	-4	0.8	-2%	9
- CCc1cccc(C)c1NC(=O)CSc1nc2ccccc2n1CC(=O)N(C)C
 : 0%	nt	1%	1%	-3%	-2	nt	-3%	nt
- CCCNC(=O)Nc1cc(OCC)c(N2CCOCC2)cc1OCC
 : -17%	1%	5%	0%	-7%	24	-0.4	-3%	-10
- O=C(COC(=O)c1ccc(C(F)(F)F)cc1)NC(=O)C1CCCCC1
 : nt	nt	nt	2%	33%	-7	nt	-3%	nt
- COc1ccc(C2CC(=O)N(CC(=O)NCC3CCCO3)c3ccccc3S2)cc1 (configuration not stated)
 : 2%	12%	2%	4%	12%	-1	0.1	-1%	10
- O=C(CN1C(=O)c2ccccc2C1=O)OCC(=O)c1ccc(F)cc1
 : -13%	-15%	3%	-2%	-19%	-7	-1.0	1%	-3
- CCCn1c(N)c(N(CCOC)C(=O)c2ccc(N3CCCC3=O)cc2)c(=O)[nH]c1=O
 : -3%	-6%	10%	1%	-3%	-7	0.7	2%	-3
- Cc1ccccc1-c1cn(-c2ccccc2)c(=S)[nH]1
 : ?	-3%	-13%	-7%	-33%	-18	1.7	1%	7
- COc1ccc(CNC(=O)c2cccc(NC3=NC4CS(=O)(=O)CC4S3)c2)cc1 (configuration not stated)
 : 25%	8%	2%	5%	8%	2	0.1	-3%	12
- Cc1ccc2nc(N3C(=O)C(O)=C(C(=O)c4ccco4)C3c3cccc(O)c3)sc2c1 (configuration not stated)
 : 25µM*!	22%	0%	-4%	?	-1&-20	nt	11%	nt
- COC(=O)c1ccc(NC(=O)c2nn(C)c3c2COc2ccccc2-3)cc1
 : -12%	-12%	-15%	-7%	40%	-4	-1.0	-5%	nt

The list is partial, so the mix of outcomes need not match the whole.
